# ASM inhibitor: Inhibitors of Secretory Acid Sphingomyelinase (S-ASM): qHTS; Sphingomyelin phosphodiesterase (Homo sapiens), P17405; placental ASM, HMU-PC fluorogenic substrate, 60 min; Potency, µM (highest dose often 57.5 µM), inactives show at the highest dose activity change, negative = inhibition, most hits filed as inhibitors; hit rate 0.006% among 340,000; AID 504937, 2011; further: potency means the concentration at half of the fitted maximal effect
#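 Steps: dispense placental human ASM, pin compound, wait 10 min at room temperature, add HMU-PC0 substrate at 9 uM final, incubate 60 min at 37 °C, add stop solution raising pH to 10, read fluorescence.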
# GALK inhibitor: qHTS Assay for Inhibitors of Human Galactokinase (GALK); P51570; Purified GALK, Kinase-Glo residual ATP luminescence; Potency, µM (highest dose often 57.5 µM), inactives show top-dose activity change, negative = inhibition, most hits filed as inhibitors; hit rate 0.007% among 270,000; AID 1868, 2009; further: potency means the concentration at half of the fitted maximal effect; on the % scale 0 is the no-effect control and ±100 the full control effect
#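 Quantitative HTS: GALK 5 nM, ATP 35 uM, galactose 100 uM, 1 h room temperature, then luciferase-based ATP detection.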
# KCNH2 3.1 block: qHTS for Inhibitors of KCHN2 3.1: Mutant qHTS; U2OS KCNH2 3.1, thallium flux FluxOr; hits give low values; Potassium voltage-gated channel subfamily H member 2, brain isoform KCNH2 3.1 (human); activity change, % (tested at about 1.8 µM); hit rate 0.95% among 340,000;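 active means maximum activity change below -70%; inconclusive means maximum activity change from -70% to -50%; inactive means maximum activity change above -50%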;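 further: thallium influx rate constant from kinetic fluorescence after stimulation buffer; on the % scale 0 is the no-effect control and ±100 the full control effect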
#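 Measured as rate of thallium-driven FluxOr signal in transduced U2OS cells carrying the 3.1 channel, read kinetically for 2 min upon stimulation; values are rate constants scaled to DMSO control wells.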
# a7 integrin act: qHTS for Activators of Integrin-Mediated Alleviation for Muscular Dystrophy. alpha7betagal myoblasts, beta-gal FDG fluorescence, 48 h. hit rate 0.064% among 350,000. Potency, µM (doses to about 38.3 µM), for the others: at the highest dose activation, hits mostly activators;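 further: potency means the concentration at half of the fitted maximal effect; 100% = response of the positive control SU9516; nearly all actives have a fitted effect of over 60% in size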
#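 Alpha7betagal+/- myoblasts (passage 13) were plated 16-24 hr, then exposed to compounds (1:260 dilution of DMSO stock) for 48 hours at 37C. After MPER lysis, β-galactosidase reporter activity was read as FDG fluorescence (ex 480/em 540) after 30 minutes.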
# A-T KAP1 phos: qHTS Assay for Identifying a Potential Treatment of Ataxia-Telangiectasia; […] A-T fibroblasts, KAP-1 phosphorylation AlphaLISA; neocarzinostatin DNA damage 30 min before lysis; Potency, µM (series often up to 57.5 µM), without a hit: at the top dose activation, most hits filed as activators; hit rate 0.19% among 320,000; AID 485349, 2010; further: potency means the concentration at half of the fitted maximal effect; % of control where 0% means no effect; nearly all actives have a fitted effect of over 45% in size
#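 ATM-like activity read as KAP-1 phosphorylation via AlphaLISA donor/acceptor antibody pairs after lysis and 6 hr at 25C. Cells were ATM-null patient fibroblasts ([…], hTERT), dosed 60 min, then exposed to the DSB inducer NCS for 30 min.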
# MLL CXXC-DNA inh: qHTS Fluorescence Polarization Assay for Inhibitors of MLL CXXC domain - DNA interaction; Histone-lysine N-methyltransferase 2A (Homo sapiens), Q03164; MLL-CXXC / FITC-HOXA9 DNA fluorescence polarization; Potency, µM (titrated, usually from 115 µM), inactives show at the top dose activity change, negative = inhibition, most hits filed as inhibitors; hit rate 0.037% among 290,000; AID 2662, 2010; active means well fitted inhibition curve with a large enough effect in the polarisation, with a control signal flat, not every such curve was filed as active; inconclusive means small, poorly fitted or top-dose-only effect, or effect the other way, or a change in a side signal; inactive means no such curve, though single readings can be large or run the other way; the % refers to the polarisation; further: potency means the concentration at half of the fitted maximal effect
#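 Purified MLL-CXXC (added from a 7 uM solution) was preincubated 5 min at ambient with pinned compounds in 50 mM Tris-HCl pH 7.5, 50 mM NaCl, 1 mM DTT, 0.05% BSA. Fluorescein-labeled HOX-A9 DNA (50 nM solution) followed, 30 min, then polarization read.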
# TRPV1 ag: HTS Assay for Compounds that Act as Agonists of the Vanilloid Receptor 1; activation, % at 8.33 µM; TRPV1-expressing cells, Fluo-8 calcium influx, agonist mode; hit rate 0.19% among 320,000; Transient receptor potential cation channel subfamily V member 1 (Homo sapiens), Q8NER1; in the data active means activation above about 80%; inconclusive means between about 30% and that limit; further: 0% is about no effect
# Target sequence (Q8NER1 whole entry, looked up): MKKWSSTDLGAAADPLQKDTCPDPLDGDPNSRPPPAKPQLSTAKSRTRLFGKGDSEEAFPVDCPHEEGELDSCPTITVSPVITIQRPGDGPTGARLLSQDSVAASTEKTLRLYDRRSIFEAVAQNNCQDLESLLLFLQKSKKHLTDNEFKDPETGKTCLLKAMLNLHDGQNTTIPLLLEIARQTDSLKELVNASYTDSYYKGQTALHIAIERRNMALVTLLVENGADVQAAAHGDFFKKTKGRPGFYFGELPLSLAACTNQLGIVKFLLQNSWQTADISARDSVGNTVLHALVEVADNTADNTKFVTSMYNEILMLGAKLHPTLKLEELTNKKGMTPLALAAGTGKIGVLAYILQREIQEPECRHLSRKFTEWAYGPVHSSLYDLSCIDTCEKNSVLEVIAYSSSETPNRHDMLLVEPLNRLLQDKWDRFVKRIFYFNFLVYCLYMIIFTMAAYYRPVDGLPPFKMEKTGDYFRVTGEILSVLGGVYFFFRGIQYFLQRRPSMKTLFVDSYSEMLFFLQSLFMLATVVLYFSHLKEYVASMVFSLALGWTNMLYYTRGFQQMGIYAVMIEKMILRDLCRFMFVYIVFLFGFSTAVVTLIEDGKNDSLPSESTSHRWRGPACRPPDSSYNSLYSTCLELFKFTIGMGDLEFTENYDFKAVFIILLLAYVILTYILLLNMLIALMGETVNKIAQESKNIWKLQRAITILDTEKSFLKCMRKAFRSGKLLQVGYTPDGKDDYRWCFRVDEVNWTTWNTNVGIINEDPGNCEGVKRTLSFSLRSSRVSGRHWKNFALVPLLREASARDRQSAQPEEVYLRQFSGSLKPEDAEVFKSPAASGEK
#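 Fluo-8 calcium influx in TRPV1-expressing cells, kinetic read (ex 480/em 520 nm). Compound added and read 3 min for agonist activity, followed by capsaicin at EC20 final and 2 min further read for enhancement.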
# FBPA coupling cs: qHTS Assay for Inhibitors of Fructose-1,6-bisphosphate Aldolase from Giardia Lamblia: Coupling assay counterscreen; coupling enzyme system counterscreen, AmpLite Red fluorescence; activity change, negative = inhibition, % at 58.2 µM, hits read low; hit rate 0.67% among 290,000; in the data active means activity change below about -30%; further: on the % scale 0 is the no-effect control and ±100 the full control effect
#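 Fluorescence at 525 nm excitation and 598 nm emission measured inhibition of the coupled detection system without aldolase. Compounds (at 57.5 uM final) were preincubated 10 min at room temperature with coupling enzyme reagent before a 20 min substrate/AmpLite Red step.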
# MBNL1-CUG inh: qHTS Assay for Inhibitors of MBNL1-poly(CUG) RNA binding; hit rate 0.036% among 280,000; AID 2675, 2010; TR-FRET MBNL1-His/biotin-(CUG)12 binding, 665/545 ratio; Muscleblind-like protein 1 (Homo sapiens), Q9NR56; Potency, µM (titrated, usually from 57.5 µM), inactives show at the top dose activity change, negative = inhibition, actives largely listed as inhibitors; active means well fitted inhibition curve with a large enough effect in the signal ratio, with a control signal flat, not every such curve was filed as active; inconclusive means small, poorly fitted or top-dose-only effect, or effect the other way, or a change in a side signal; inactive means no such curve, though single readings can be large or run the other way; the % refers to the signal ratio; further: potency means the concentration at half of the fitted maximal effect; on the % scale 0 is the no-effect control and ±100 the full control effect
#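 Compounds (final 92 nM to 58 uM) are added to His-tagged MBNL1 and biotin-(CUG)12, then terbium anti-His antibody and streptavidin-XL665 (5 nM final). After 60 min at room temperature, the 665/545 nm ratio is read.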
# hERG WT inh: qHTS for Inhibitors of KCHN2 3.1: Wildtype qHTS. activity change, % at 1.84 µM. Voltage-gated inwardly rectifying potassium channel KCNH2 (Homo sapiens), Q12809. U2OS, BacMam KCNH2, thallium flux FluxOr; hits give low values. hit rate 0.37% among 340,000;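 active means maximum activity change below -70%; inconclusive means maximum activity change between -70% and -50%; inactive means maximum activity change above -50%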; further: on the % scale 0 is the no-effect control and ±100 the full control effect
#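 U2OS cells were transduced with wild-type KCNH2 virus (2.03 x 10^8 / mL) for 4 h at room temperature, then cultured overnight at 37 C. Thallium flux was read with FluxOr dye. Rate constants were normalized to DMSO controls.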
# Active calls of the source: *; ? = inconclusive; · = no result given; [ ] = dose if it differs, or a comment. Unless noted, the call rests on the fitted dose curve; in most records, active means well fitted curve in the direction sought with a large enough effect; inconclusive means small, poorly fitted or top-dose-only effect, or another doubt; inactive means no such curve, though single readings can be large; an effect the other way counts as inactive or inconclusive.
SMILES,ASM inhibitor,GALK inhibitor,KCNH2 3.1 block,a7 integrin act,A-T KAP1 phos,MLL CXXC-DNA inh,TRPV1 ag,FBPA coupling cs,MBNL1-CUG inh,hERG WT inh
CC(=O)c1c(C)n(-c2ccc(N(C)C)cc2)c2ccc(OCC(N)=O)cc12,-7%,3%,-10,-33%,?,2%,?,1,8%,0
Clc1ccc(OCc2nn[nH]n2)cc1,3%,-4%,3,26%,3%,-4%,-3,-3,-4%,3
COc1ccc(C2NC(=S)NC(C)=C2C(=O)Nc2ccccn2)cc1OC (stereo not given),4%,1%,12,9%,2%,4%,1,3,-15%,-7
Cc1nn(-c2ccccc2)c(Cl)c1/C=C1/C(=N)N2N=C(C(C)C)SC2=NC1=O,-3%,-2%,9,3%,14%,15%,-2,0,-7%,-2
CC(=O)c1c(C)nc(-c2ccc3c(c2)OCO3)n1O,2%,0%,17,11%,-3%,2%,-1,0,8%,-3
COc1cc(-c2nnc(SCc3cc(=O)oc4cc(O)c(O)cc34)o2)cc(OC)c1OC,-21%,-5%,6,-16%,-11%,3%,-1,-2,16%,-13
COc1ccc(CCN2C(=O)NC(NC(C)=O)(C(F)(F)F)C2=O)cc1OC (stereo not given),1%,0%,-4,7%,-3%,11%,4,4,6%,-2
COc1ccc(C(=O)Nc2ccccc2C(=O)N2CCOCC2)cc1OC,24%,-1%,10,23%,6%,-3%,-1,1,1%,-6
CCOc1ccccc1NC(=O)c1nc(S(=O)(=O)Cc2ccccc2)ncc1Cl,-10%,-1%,-25,-58%[inhibitor],-3%,5%,5,·,2%,-7
Cc1ccccc1NC(=O)CCC(=O)OCC(=O)c1ccc(-c2ccccc2)cc1,-2%,1%,-3,5%,-5%,-16%,-3,3,13%,-12
Cc1nc2cc(Cl)c([N+](=O)[O-])cc2s1,1%,0%,5,5%,3%,1%,-5,3,?,-2
O=C(O)c1cc(-c2ccc(/C=C3\NC(=O)N(c4ccccc4)C3=O)o2)ccc1Cl,90%[activator],-4%,-2,6%,-4%,10%,-2,-14,·,-7
CC12C=CC(=O)C=C1C(F)CC1C3CCC(O)(C(=O)CO)C3(C)CC(O)C12F (stereo not given),3%,·,-2,29%,·,·,·,·,·,-9
CCOC(=O)C1CCN(C(=O)c2ccc3c(c2)NC(=O)/C(=C/c2ccccc2)S3)CC1,-21%,4%,-29,-40%,-9%,7%,-6,·,9%,-4
CCCCSCc1cc(C(=O)O)oc1C(C)(C)C,3%,1%,14,-22%,2%,-2%,-1,14,-1%,-1
Cc1ccc(S(=O)(=O)Nc2cccc(-n3cnnn3)c2)cc1C,-1%,-2%,-19,1%,-1%,1%,-2,-1,2%,-6
Cc1ccc(Cl)cc1N1CCN(C(=O)CSc2nnc3n2C(C)(C)Cc2ccccc2-3)CC1,-2%,3%,-3,-30%,·,9%,0,6,?,2
O=C(O)c1ccc2c(c1)C(=O)N(C(Cc1ccccc1)C(=O)O)C2=O (stereo not given),15%,0%,4,9%,5%,-3%,-1,8,-10%,-8
COc1cc(/C=C/CO)cc(OC)c1O[C@@H]1O[C@H](CO)[C@@H](O)[C@H](O)[C@H]1O,4%,·,-12,20%,-7%,12%,0,-1,-4%,-6
CC(=O)c1c(C)[nH]c(C(=O)OCc2ccc(F)cc2Cl)c1C,0%,4%,-12,-23%,3%,-1%,?,-1,7%,4
CCc1ccc(NC(=O)CSCc2ccc(C(=O)O)cc2)cc1,-1%,3%,-1,6%,2%[11.5 µM],1%,0,-2,-28%,1
CC(C)C(NS(=O)(=O)c1cccc2nsnc12)C(=O)NCc1ccco1 (stereo not given),2%,-4%,6,0%,?,22%,1,0,?,-1
Cc1cc(C)cc(OCC(=O)O/N=C(\N)c2cccnc2)c1,0%,2%,6,12%,-4%,-5%,3,-1,1%,-2
COc1ccc(CC(=O)Nc2cc(Cl)ccc2O)cc1,1%,0%,8,3%,·,-9%,0,-1,-9%,-19
Cc1ccc(/C=N/NC(=O)CNC(=O)c2ccc(S(=O)(=O)N3CCCC3)cc2)o1,3%,7%,-2,-28%,0%,6%,-1,11,13%,9
O=[N+]([O-])c1ccc(Cl)c(/C=N/n2c(-c3ccncc3)n[nH]c2=S)c1,-1%,·,-4,-39%,8%,0%,-1,-1,?,-1
C#CCOCCOCCOCCNc1nc(N2CCN(C(=O)[C@H]([C@@H](C)CC)n3cc(CCCCN)nn3)CC2)nc(N2CCN(C(=O)[C@H](C)n3cc(CCC(=O)O)nn3)CC2)n1,-2%,·,13,27%,·,-4%,-3,1,0%,7
O=C(O)c1ccc(/C=C2\SC(=S)N(Nc3ccccc3)C2=O)cc1,-9%,-9%,7,-5%,15%,-11%,-3,13,?,1
O=C(c1ccc2c(=O)n3c(nc2c1)CCC3)N1CCN(S(=O)(=O)c2ccccc2Br)CC1,-3%,·,5,-25%,·,·,·,·,·,-2
CCN1CCN(Cc2ccc(NC(=O)Nc3ccccc3)cc2)CC1,1%,-1%,8,-23%,-10%,11%,-1,3,-8%,-7
CCOc1ccc(NC2c3ccccc3C(=O)N2Cc2ccco2)cc1 (stereo not given),-3%,0%,-16,23%,2%,28%,-7,-2,-11%,0
CCN(CC)S(=O)(=O)c1ccc(-c2nnc(SCC(=O)N3CCOCC3)o2)cc1,-2%,10%,-8,-2%,2%,4%,0,4,-3%,4
O=C(N/N=C/c1cccnc1)C1CCCCC1,2%,0%,-1,-4%,1%,3%,-2,-4,0%,4
CCCSc1nnc2[nH]c(=O)cc(N)n12,-2%,0%,4,5%,-1%,1%,-5,2,-9%,-1
COc1ccc(N(C(C)C(=O)NCCSCc2cccc(Cl)c2)S(C)(=O)=O)cc1 (stereo not given),2%,-8%,-6,31%,-9%,6%,16,1,2%,-8
CC(C)N(Cc1ccccc1)C(=O)CN1C(=O)NC2(CCCc3ccccc32)C1=O (stereo not given),1%,-5%,-4,-15%,-1%,-1%,-5,-2,-2%,-7
Cc1ccc(C(=O)Oc2ccc3c(c2)ncn3C)cc1,3%,0%,-1,16%,-2%,88%[activator],-8,0,2%,-15
CC(NC(=O)CCC(=O)NC(C)C1COc2ccccc2O1)C1COc2ccccc2O1 (stereo not given),-3%,3%,-6,-4%,3%,4%,2,3,2%,-11
Cc1ccc2nsnc2c1S(=O)(=O)N1CCN(CCc2ccccc2)CC1,1%,0%,2,-25%,6%,0%,1,9,?,19
CCCN1CC=C2C(C#N)=C(N)C(C#N)(C#N)C(c3cc(OC)ccc3OC)C2C1 (stereo not given),484%[activator],-1%,11,-21%,17%,5%,19,-6,?,15
Nc1ccc(C(=O)NCCCSc2ccccc2)cc1[N+](=O)[O-],-13%,-1%,0,-15%,2%,?,6,-2,?,-3
CS(=O)(=O)N1CCN(C(=O)Cc2cccs2)CC1,-2%,1%,1,-2%,3%,-1%,-3,2,?,6
COc1cc2c(c(OC)c1OC)C(=O)C(=Cc1ccccc1)O2,-14%,·,-6,-19%,·,·,·,·,·,-4
COc1ccc(Oc2ccccc2/C=N/O)cc1,4%,-1%,8,3%,-2%,-5%,7,3,21%,0
CCN(CC)C(=S)SCC(=O)NC12CC3CC(CC(C3)C1)C2,0%,-4%,-6,-32%,9%,-4%,?,-1,8%,-6
C=CCNC(=S)Nc1cccc(N)c1,5%,3%,15,?,1%,7%,0,-7,-1%,2
O=C(Nc1ccccc1)c1ccc(NCC2CCCO2)c([N+](=O)[O-])c1 (stereo not given),3%,2%,8,8%,-2%,-7%,23,2,?,-19
COc1ccc(C(=O)OC(C)C(=O)NC(C)CCc2ccccc2)cc1OC (stereo not given),-1%,·,-11,0%,20%,-1%,3,-3,-6%,-10

# 3 compounds out of the list, arranged by heavy-atom count, rising:
SMILES,ASM inhibitor,GALK inhibitor,KCNH2 3.1 block,a7 integrin act,A-T KAP1 phos,MLL CXXC-DNA inh,TRPV1 ag,FBPA coupling cs,MBNL1-CUG inh,hERG WT inh
COc1ccc(Oc2ccccc2/C=N/O)cc1,4%,-1%,8,3%,-2%,-5%,7,3,21%,0
CCN(CC)C(=S)SCC(=O)NC12CC3CC(CC(C3)C1)C2,0%,-4%,-6,-32%,9%,-4%,?,-1,8%,-6
Nc1ccc(C(=O)NCCCSc2ccccc2)cc1[N+](=O)[O-],-13%,-1%,0,-15%,2%,?,6,-2,?,-3

# Rows were taken by chance; 2% or so of the library scored in one or more.
